# PP5 inh: PP5 phosphatase inhibitors, primary screen, biochemical, fluorescence | AID 1987, 2009 | Serine/threonine-protein phosphatase 5 (Homo sapiens), P53041 | 320,000 tested, 0.18% active | inhibition, % at 6.7 µM | purified PP5c, OMFP substrate fluorescence;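 active = inhibition above the campaign's mean inhibition across all tested compounds plus 3 SD, cut at about 9.5% in these data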;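 note: 0% = DMSO only and 100% = 100 µM cantharidin control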
# Target sequence (P53041 whole entry, looked up): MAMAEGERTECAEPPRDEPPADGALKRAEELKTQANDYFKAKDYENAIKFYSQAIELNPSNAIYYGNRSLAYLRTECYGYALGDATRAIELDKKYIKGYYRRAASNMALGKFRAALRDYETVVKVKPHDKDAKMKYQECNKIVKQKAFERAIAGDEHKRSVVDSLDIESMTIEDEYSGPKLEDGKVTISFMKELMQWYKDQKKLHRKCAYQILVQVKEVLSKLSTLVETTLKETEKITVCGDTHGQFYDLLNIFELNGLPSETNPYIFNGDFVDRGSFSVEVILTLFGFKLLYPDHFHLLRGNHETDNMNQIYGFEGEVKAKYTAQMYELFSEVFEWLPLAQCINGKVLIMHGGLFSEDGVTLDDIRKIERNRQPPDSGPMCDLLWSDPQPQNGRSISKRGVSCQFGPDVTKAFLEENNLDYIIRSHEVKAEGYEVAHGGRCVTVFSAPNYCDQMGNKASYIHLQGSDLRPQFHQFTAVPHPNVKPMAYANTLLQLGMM
# LYPLA2 inh: LYPLA2 inhibitors, primary screen, counter-screen for PME1 inhibitor project, biochemical, fluorescence polarization, FP-Rh probe ABPP; Acyl-protein thioesterase 2 (Homo sapiens), O95372; recombinant LYPLA2; inhibition, % at 5.9 µM; 320,000 tested, 0.38% active; AID 2177, 2009;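 active = inhibition above the screen-wide mean plus 3 SD, limit set per campaign, cut at about 26% in these data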;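 note: 0% = LYPLA2 with DMSO and 100% = wells lacking LYPLA2 enzyme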
# Target sequence (O95372 whole entry, looked up): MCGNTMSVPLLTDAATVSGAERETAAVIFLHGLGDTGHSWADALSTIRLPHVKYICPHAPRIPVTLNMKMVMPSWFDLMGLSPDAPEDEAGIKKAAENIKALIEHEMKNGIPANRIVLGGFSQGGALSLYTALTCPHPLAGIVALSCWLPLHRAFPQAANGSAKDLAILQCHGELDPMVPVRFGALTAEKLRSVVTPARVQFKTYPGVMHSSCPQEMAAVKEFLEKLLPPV
# Fh CTSL1 inh: Fasciola hepatica cathepsin L1 inhibitors, primary screen, counter-screen for PFM18AAP inhibitor project, biochemical, QFRET, fluorogenic peptide substrate; recombinant F. hepatica cathepsin L1, Z-Leu-Arg-MCA fluorescence; inhibition, % at 5.96 µM; 300,000 tested, 0.49% active;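 active = inhibition above the mean of all tested compounds plus 3 SD, set per screening campaign, cut at about 17% in these data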;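 note: 0% = plate median of test compound wells and 100% = 1 µM Z-Phe-Ala-diazomethylketone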
# TPT1 inh: Candida albicans TPT1 enzyme inhibitors, primary screen, biochemical, fluorescence polarization. inhibition, % at 5 µM. recombinant caTPT1, FP RNA substrate dephosphorylation. AID 1962, 2009. 300,000 tested, 0.81% active. tRNA 2'-phosphotransferase TPT1 (Candida albicans SC5314);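 active = inhibition above the mean of all tested compounds plus 3 SD, set per screening campaign, cut at about 24% in these data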;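 note: plate controls were DMSO alone for no effect and ferristatin control at 100 nM for full effect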
# PP1 counter: PP1-alpha phosphatase inhibitors, primary screen, counter-screen for PP5 inhibitor project, biochemical, fluorescence, OMFP substrate, single point | inhibition, % at 6.7 µM | purified PP1alpha | Serine/threonine-protein phosphatase PP1-alpha catalytic subunit (Homo sapiens), P62136 | 320,000 tested, 0.9% active;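 active = inhibition above the mean inhibition of all tested compounds plus 3 SD, computed separately for each screening campaign, cut at about 15% in these data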
# PREPL inh: PREPL enzyme inhibitors, primary screen, biochemical, fluorescence polarization; Prolyl endopeptidase-like (Homo sapiens), Q4J6C6; recombinant PREPL, fluorescence polarization activity-based probe; inhibition, % at 5.96 µM; 320,000 tested, 0.68% active; AID 2751, 2010; in the data active = inhibition above about 43%;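 note: 0% = enzyme with DMSO and 100% = wells lacking enzyme; many of its hits are not listed in these tables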
# core dimer inh: inhibitors of HCV core protein dimerization, primary screen, biochemical, TR-FRET, high-throughput; TR-FRET GST/Flag-core106 dimerization, 1536-well; inhibition, % at 5 µM; 300,000 tested, 0.33% active; AID 1899, 2009;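 active = inhibition above the mean of all tested compounds plus 3 SD, set per screening campaign, cut at about 45% in these data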
#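 Assay system: Tagged HCV core106 pair (GST and Flag) | Buffer or medium: KF-containing HEPES buffer, pH 7.45, DTT, CHAPS, BSA | Also added: Eu donor and XL665 acceptor anti-tag antibodies | Dosing: One concentration, 5 µM, in 0.5% DMSO | Timing: 4 h at 22.5 °C | Technique: TR-FRET 671 and 617 nm emission | Repeats: Singlicate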
# JMJD2C inh: inhibitors of GASC-1 histone demethylase, primary screen, biochemical, fluorescence, DELFIA europium. GST-JMJD2C(1-420) H3K9me3 demethylation. inhibition, % at 2.35 µM. 330,000 tested, 0.069% active. AID 2099, 2009;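 active = more than half of a compound's replicate wells show inhibition beyond 50%, single wells judged on their own value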;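 note: signal counts dimethyl H3K9 product captured on neutravidin plate; 0% = median of DMSO wells and 100% = 0.3 times that DMSO median; strong numbers were not always called active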
# Efflux pump mplx: inhibitors of Candida efflux pumps in yeast, primary screen, S. cerevisiae, Nile Red, multiplex. S. cerevisiae Candida pump triplex. inhibition, % at 10 µM. 330,000 tested, 0.44% active;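 active = plate passing quality check with inhibition over a set limit, or well fluorescence over plate mean plus 4 SD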;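 note: Nile Red retained in pooled yeast measured as flow cytometry median fluorescence; 0% = buffer negative control and 100% = Enniatin B positive control; higher means more Nile Red kept so more efflux inhibition; some compounds called inactive have numbers as strong as hits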
# * marks the source's active call; other numbers are inactive results; i = inactive; . = not tested or not shown; & = joins results of further samples. Not all compounds are listed; count on the stated rates, not on these rows.
# Labels used below: A = PP5 inh; B = LYPLA2 inh; C = Fh CTSL1 inh; D = TPT1 inh; E = PP1 counter; F = PREPL inh; G = core dimer inh; H = JMJD2C inh; I = Efflux pump mplx
CC(=O)Nc1ccc(S(=O)(=O)Nc2ccc3c(c2)CCC3)cc1
  A = 2.9; B = -4; C = 2; D = -3; E = 1; F = -14; G = 11; H = -1; I = 0.3
Cc1c(Cl)cccc1NC(=O)N1CCN(C(=O)c2ccco2)CC1
  A = 2.8; B = 1; C = 3; D = 0; E = -1; F = 9; G = 4; H = -3; I = 0.6
CCn1cc(C(=O)N2CCCC2)c(=O)c2cc(S(=O)(=O)N3CCC(C)CC3)ccc21
  A = -2.2; B = 1; C = -1; D = 0; E = -2; F = -4; G = -4; H = -18; I = 0.3
O=C(COc1ccccc1)Nc1ccc([N+](=O)[O-])cc1
  A = 1.7; B = 3; C = 1; D = -1; E = -1; F = 4; G = -10; H = 2; I = 0.1
CNC(=O)c1cc(Cl)c(OC)c(OC)c1
  A = -0.9; B = -6; C = -4; D = 4; E = 1; F = 5; G = -4; H = -5; I = 0.4
COc1cc(-c2nnc3sc(Cc4ccccc4)nn23)cc(OC)c1OC
  A = 1.4; B = 6; C = 3; D = -1; E = 4; F = 23; G = 24; H = 2; I = 0.0
Cc1ccc(-n2nnc3c(=O)n(CC(=O)NCc4ccccc4)cnc32)cc1
  A = 1.9; B = 11; C = 0; D = -2; E = 6; F = 20; G = 0; H = 0; I = 0.0
O=C1OCCN1c1c(-c2ccccc2)c(N2CCOCC2)nc2ccccc12
  A = 0.0; B = 3; C = -3; D = -4; E = -3; F = -6; G = 0; H = -1; I = -0.2
O=C(NCc1cccc(Br)c1)C1CC(c2ccc(C(F)(F)F)cc2)=NO1 (configuration not stated)
  A = 0.4; B = 3; C = 4; D = -2; E = 2; F = -23; G = -7; H = 5; I = .
O=C(Cn1cnc2ccccc2c1=O)Nc1nc2ccccc2s1
  A = 2.3; B = 6; C = 0; D = 6; E = 2; F = 2; G = 6; H = 0; I = 0.0
N#CC1=C(S)N(c2ccccc2)C(c2cccs2)NC1=O (configuration not stated)
  A = -1.1; B = 3; C = 0; D = -4; E = -1; F = -1; G = -1; H = -2; I = 0.0
CSc1ccc(Cl)c(C(=O)NCc2ccco2)c1
  A = -1.1; B = 2; C = -3; D = 5; E = -1; F = -1; G = 0; H = 1; I = -0.1
COc1ccc(OC)c(/C=N/NC(=O)c2[nH]ncc2Br)c1
  A = -1.5; B = -4; C = 10; D = -6; E = 6; F = 10; G = 1; H = 45; I = -0.1
COC(=O)c1ccc(Cn2nc(C(F)(F)F)cc2C)cc1
  A = 0.7; B = 2; C = -1; D = -8; E = -1; F = -1; G = -7; H = -18; I = -0.1
O=C(CN(c1ccc(Cl)cc1)S(=O)(=O)c1ccccc1)N/N=C/c1ccco1
  A = -0.3; B = 3; C = 5; D = 0; E = 3; F = -65; G = 18; H = 6; I = 0.0
COCCNC(=O)c1cc(-c2ccc3c(c2)OCO3)on1
  A = 2.9; B = -6; C = -1; D = 6; E = -3; F = 10; G = -1; H = -5; I = 0.2
Cc1oc(=O)c(NC(=O)c2ccccc2)cc1C(=O)c1ccccc1
  A = -1.8; B = 2; C = 35*; D = -2; E = 0; F = 8; G = -1; H = 10; I = -0.1
CC(=O)N/C(=C/c1ccc(Cl)cc1)C(=O)NCCc1c[nH]c2ccccc12
  A = 3.6; B = 12; C = 0; D = -3; E = 1; F = 3; G = -7; H = 1; I = 0.0
Cc1ccc(S(=O)(=O)CCC(=O)OCC(=O)N(C)CC(=O)Nc2ccc(F)cc2)cc1
  A = 0.5; B = -3; C = -33; D = 3; E = -4; F = -3; G = 2; H = 0; I = 0.0
CC1CCN(CCCCOc2ccc([N+](=O)[O-])cc2)CC1
  A = 5.5; B = -2; C = -2; D = 0; E = 1; F = 4; G = -6; H = 5; I = -0.3
O=C1/C(=C/c2ccco2)CCC1C1CCCC1 (configuration not stated)
  A = -1.8; B = -9; C = -4; D = -2; E = -8; F = -10; G = 2; H = 1; I = 0.1
O=C(c1ccc(F)cc1)N1CCCC(N2CCN(Cc3ccc4c(c3)OCO4)CC2)C1 (configuration not stated)
  A = 1.9; B = 1; C = 0; D = -1; E = -7; F = 23; G = 2; H = -5; I = 2.5
OCCNC(=S)NC1CCCCC1
  A = 3.5; B = 2; C = -4; D = 2; E = 1; F = -8; G = 0; H = 7; I = -0.1
CCOC(=O)c1ccc(NC(=O)c2nc[nH]c2C(=O)N2CCc3ccccc3C2)cc1
  A = 3.2; B = -2; C = -1; D = -3; E = -3; F = -15; G = 0; H = 2; I = 0.1
COc1ccc2oc(C(=O)OCC(=O)N(CCC#N)c3ccccc3)c(C)c2c1
  A = 0.3; B = -3; C = 3; D = -1; E = 2; F = -5; G = 22; H = 8; I = 0.0
Fc1ccc2nc(-c3ccccc3)nc(SCc3nnc(-c4ccccc4)o3)c2c1
  A = -0.9; B = -5; C = 0; D = -3; E = -1; F = 5; G = 4; H = -3; I = -0.1
CCOc1ccc(OCC)c(NS(=O)(=O)c2cn(C)cn2)c1
  A = 1.9; B = -3; C = 0; D = -1; E = -2; F = 0; G = -5; H = -23; I = 0.3
CCOc1ccc(NC(=O)NNC(=O)c2ccc(Cl)cc2Cl)cc1
  A = 1.9; B = -3; C = -2; D = -1; E = 3; F = 8; G = -5; H = 6; I = 0.1
C/C(=N\Nc1cccc([N+](=O)[O-])c1)c1cc(F)ccc1O
  A = 3.0; B = 5; C = 2; D = -2; E = -5; F = 13; G = -1; H = 2; I = 0.0
CC1(S(=O)(=O)O)CC(=O)c2ccccc2C1=O (configuration not stated)
  A = 2.0; B = 8; C = 2; D = 0; E = -2; F = 4; G = -41; H = 7; I = 0.0
Cc1ccc(NC(=O)c2ccc(NS(=O)(=O)c3ccc4[nH]c(=O)[nH]c4c3)cc2)nc1
  A = -0.5; B = -3; C = 6; D = 3; E = -4; F = 3; G = -1; H = 78; I = 0.0
COc1ccc(NC(=O)NC(C)C2CC3CCC2C3)cc1 (configuration not stated)
  A = 6.0; B = 5; C = -4; D = -2; E = 0; F = 3; G = 3; H = -3; I = 0.0
CCOc1cc(/C=N/NC(=O)c2nnn(-c3nonc3N)c2C)ccc1OCc1cccc(F)c1
  A = -1.5; B = 0; C = -2; D = -7; E = 0; F = 20; G = 7; H = 10; I = -0.1
CCCC1(CCC)NC(=O)N(CC(=O)N2CCN(C(=O)c3ccco3)CC2)C1=O
  A = 1.6; B = -8; C = -1; D = 1; E = -3; F = 4; G = 1; H = -9; I = 0.2
Cc1cc(=O)oc2cc(NC(=O)c3cc([N+](=O)[O-])ccc3N3CCOCC3)ccc12
  A = 0.3; B = -7; C = -3; D = 2; E = 0; F = 9; G = -6; H = -6; I = 0.2
CCCCC1=CC2=CC(=O)C(C)(O)C(=O)C2=CO1 (configuration not stated)
  A = 0.8; B = 8; C = 0; D = 9; E = 19*; F = 9; G = 14; H = 7; I = -0.1
Cc1ccc(CN(C(=O)CNC(=O)c2cccs2)C(C(=O)NCC2CCCO2)c2ccccc2)cc1 (configuration not stated)
  A = 1.4; B = -1; C = -2; D = 1; E = -1; F = 10; G = 1; H = 13; I = 0.1
N#CCC(=O)N/N=C\c1cccc(OC/C=C/c2ccccc2)c1
  A = 5.0; B = -2; C = -1; D = -6; E = 11; F = -6; G = 6; H = -4; I = -0.1
CNC(=O)c1ccc(-c2sc3nc(N4CCOCC4)c4c(c3c2N)CCCC4)o1
  A = 1.8; B = 10; C = 6; D = 10; E = 0; F = 48*; G = -21; H = -1; I = -0.1
CCCCS(=O)(=O)N1CCCC(C(=O)Oc2ccccc2OC)C1 (configuration not stated)
  A = -0.2; B = 3; C = -15; D = -2; E = 0; F = 16; G = 0; H = -10; I = -0.2
COc1ccccc1N1CCN(/N=C/c2cccc(Cl)c2)CC1
  A = 2.3; B = 3; C = -1; D = 3; E = 2; F = -14; G = 11; H = -8; I = 0.0
O=C(NCc1ccc2c(c1)OCO2)c1nnc(Cc2ccc(Cl)cc2)o1
  A = -0.2; B = 2; C = 1; D = 0; E = -6; F = 1; G = -3; H = 4; I = -0.1
Cc1ccc(N(C(=O)CCl)C(C(=O)NC2CCCCC2)c2cccnc2)cc1C (configuration not stated)
  A = 4.3; B = -1; C = 18*; D = -2; E = 6; F = 33; G = 5; H = 7; I = -0.1
c1nnc2c3c4c(sc3ncn12)CCC4
  A = 2.1; B = -4; C = 4; D = 3; E = -14; F = -6; G = 1; H = 7; I = -0.2
COc1cc(C)nc(OCCNC(=O)COc2ccc(Cl)cc2C)n1
  A = 2.5; B = -2; C = 1; D = -6; E = -2; F = 8; G = -4; H = 3; I = 0.0
CCCn1c(N)c(C(=O)COC(=O)c2c(C)noc2C)c(=O)n(C)c1=O
  A = -0.1; B = 5; C = -1; D = -4; E = -3; F = 7; G = -8; H = 2; I = -0.1
Cc1ccc(NC(=O)CS(=O)(=O)c2cn(C)c3ccccc23)c(C)c1
  A = -1.6; B = -3; C = -4; D = -1; E = -2; F = -15; G = 6; H = 0&-8; I = -0.4
COc1ccc(CCNS(=O)(=O)c2cccc(C(=O)O)c2)cc1OC
  A = -1.2; B = 1; C = 1; D = -4; E = -3; F = -9; G = -4; H = 10; I = -0.1
O=C(N/N=C\c1cc(Br)c(Br)o1)C1COc2ccccc2O1 (configuration not stated)
  A = 4.9; B = 0; C = 2; D = 1; E = 2; F = 3; G = -1; H = i; I = 0.3
